Dicer processing: inhibitors of human Dicer processing of pre-microRNA; 47,000 tested, 6% active; z-score at 25 µM; Q9UPY3; AID 1347074; cat-ELCCA pre-miR-21 Dicer processing, chemiluminescence; hits give high values; in the data active means z-score above about 3, passing the limit was not always enough;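 further: plate controls were vehicle for no effect and no enzyme for full effect; higher signal means more uncleaved substrate so more Dicer inhibition; strong numbers were not always called active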
Active calls of the source: *. Only part of the results is shown. The share of hits here may be higher or lower than overall.

Start of the data: the first six entries as a preview:
SMILES	Dicer processing
CCOC(=O)c1oc2nc(-c3ccccc3)cc(-c3ccccc3)c2c1N	-2.33
CCOc1cc(C2C(C(=O)OC)=C(C)NC3=C2C(=O)c2ccccc23)cc(Cl)c1O (configuration not stated)	2.9
O=[N+]([O-])c1cc(C(F)(F)F)ccc1Sc1ccc(C(F)(F)F)cn1	-0.36
COc1ccc(O)c(C2=NN3C(C2)c2ccccc2OC3c2ccsc2)c1 (configuration not stated)	5.45*
Cc1ccccc1NC(=O)Nc1sc(=S)n(C)c1C	-1.92
c1ccc(Sc2c(-c3ccccc3)nc3sccn23)cc1	0.44

The list itself, repeating the preview:
SMILES	Dicer processing
CCOC(=O)c1oc2nc(-c3ccccc3)cc(-c3ccccc3)c2c1N	-2.33
CCOc1cc(C2C(C(=O)OC)=C(C)NC3=C2C(=O)c2ccccc23)cc(Cl)c1O (configuration not stated)	2.9
O=[N+]([O-])c1cc(C(F)(F)F)ccc1Sc1ccc(C(F)(F)F)cn1	-0.36
COc1ccc(O)c(C2=NN3C(C2)c2ccccc2OC3c2ccsc2)c1 (configuration not stated)	5.45*
Cc1ccccc1NC(=O)Nc1sc(=S)n(C)c1C	-1.92
c1ccc(Sc2c(-c3ccccc3)nc3sccn23)cc1	0.44
O=C1NCCN=C(c2ccccc2)c2ccccc21	0.36
CC1(C)CN(C(=S)Nc2cccc(Cl)c2)C1=O	-1.07
CN(C)CCCNC(=O)c1c(F)cccc1NC(=O)c1cccc(C(F)(F)F)c1	-0.71
COc1cc2c(cc1OC)-c1c(C#N)c(-c3ccc(Cl)cc3)c(C(=O)c3cccs3)n1CC2	-0.34
CC(=O)Oc1ccc2c(c1)CCC1C2=CCC2(C)C(OC(C)=O)CCC12 (configuration not stated)	3.42
Cc1cc(=O)[nH]c(SCCOc2ccc(C(C)(C)C)cc2)n1	0.24
Cc1[nH]n2c(=O)cc(-c3ccc(F)cc3)nc2c1-c1ccccc1	0.1
CCCCCCCCSc1ncn[nH]1	-1.6
OC(c1nc2ccc(Cl)cc2[nH]1)C(O)c1nc2ccc(Cl)cc2[nH]1 (configuration not stated)	0.11
CC1SCC(=NOCc2ccccc2)CS1 (configuration not stated)	1.04
CCN(CC)c1ccc2nc3c4ccccc4c(=O)cc-3oc2c1	-0.96
c1ccc(N2CCN(c3c4c(nc5ncnn35)CCC4)CC2)cc1	-1.38
O=C(CC1(O)C(=O)N(CCc2ccccc2)c2ccc(Br)cc21)c1ccccn1 (configuration not stated)	1.1
COC(=O)C1=C(C)NC2=C(C(=O)CC(C)(C)C2)C1c1ccc(O)cc1 (configuration not stated)	3.53
CCOC(=O)Oc1ccc2c(c1)oc(=O)c1ccccc12	-0.48
Cc1nc(C#N)c(N2CCCCC2)o1	0.14
COc1ccc(/C(O)=C2\C(=O)C(=O)N(CCCn3ccnc3)C2c2ccc(Br)cc2)cc1 (configuration not stated)	-0.7
Cc1nc(SCC(=O)c2ccc(Br)cc2)c(C#N)c(C)c1C	0.45

Overlap with the part before: 5 entries, then new ones.
SMILES	Dicer processing
COC(=O)C1=C(C)NC2=C(C(=O)CC(C)(C)C2)C1c1ccc(O)cc1 (configuration not stated)	3.53
CCOC(=O)Oc1ccc2c(c1)oc(=O)c1ccccc12	-0.48
Cc1nc(C#N)c(N2CCCCC2)o1	0.14
COc1ccc(/C(O)=C2\C(=O)C(=O)N(CCCn3ccnc3)C2c2ccc(Br)cc2)cc1 (configuration not stated)	-0.7
Cc1nc(SCC(=O)c2ccc(Br)cc2)c(C#N)c(C)c1C	0.45
COc1ccc(NC2=NS(=O)(=O)c3ccccc32)c(OC)c1	1.07
N#Cc1cnn(C(=O)c2cnn(-c3ccc([N+](=O)[O-])cc3)c2C(F)(F)F)c1N	-0.59
CC(=O)Nc1c(-c2ccc(Br)cc2)c(C(F)(F)F)nn1C	-0.28
O=C(/C=C/Sc1ccc(C(F)(F)F)cn1)c1ccccc1	-1.66
COc1cc2nc(-c3ccccc3)oc(=O)c2cc1OC	-0.18
CCCOC(=O)C1=C(C)NC2=C(C(=O)CCC2)C1c1ccccc1OC(C)C (configuration not stated)	-0.27
CCc1nccn1S(=O)(=O)c1cc(Br)c(C)cc1OC	0.37
Cc1ccc(S(=O)(=O)N(C)C)cc1NC(=O)c1ccccc1	-1.21
O=C(Nc1cc(Cl)cc(Cl)c1)Nc1cnccc1C(F)(F)F	0.4
COc1ccccc1C1CCN(c2ccc(C3OCC(C)(C)CO3)cc2[N+](=O)[O-])CC1	2.86
O=[N+]([O-])c1c(N2CCOCC2)n[nH]c1-c1nnco1	0.75
N#Cc1cc([N+](=O)[O-])ccc1SCc1ccccc1	-0.82
C/C(=N\NS(=O)(=O)c1ccc(C)cc1)c1ccc(OCCOc2ccc([N+](=O)[O-])cc2)cc1	-8.99
Cc1cccc(C)c1OCC(O)Cn1c[n+](C)c2ccccc21 (configuration not stated)	0.38
CCSC1=C(C#N)C(c2ccc(Br)cc2)CC(=O)N1 (configuration not stated)	-0.16
COc1ccc(-c2c(C)nn3c4c(cnc23)C(=O)CC(C)(C)C4)cc1	2.3
O[C@@H]1C2C3CC4C5C3C1C(c1ccccc1)(C42)[C@H]5O (some centres not stated)	-0.82
CCOC(=O)c1nc(N2CCCC2)c2ccccc2n1	-0.04
OC(C#CCN1CCOCC1)c1cccs1 (configuration not stated)	4.03*
Cn1ccnc1SCC(=O)N1CCCC1	4.45*
COc1cccc(-c2nc(=S)c3c(n2CCO)CCCC3)c1	-0.09
Cc1csc2c(N3CCCCC3)ncnc12	-0.85
Cc1c(C#N)c(NC(=O)c2ccc(Cl)cc2)n(Cc2cc(C(F)(F)F)cc(C(F)(F)F)c2)c1C	-0.98
CCOC(=O)c1cnn(C(=O)COc2ccc(C(C)(C)C)cc2C(C)(C)C)c1N	-0.67
CCOC(=O)C1=C(N)CC(C(=O)OCC)=C(N)C1	-3
CSc1ncc2c(n1)CC(C)(C)C/C2=N/OC(=O)c1ccc(Cl)cc1	-1.16
CC(C)(C)c1ccc2c(c1)CN(Cc1ccccc1)CO2	2.6
Clc1cccc(Cl)c1CSC1=NCCCN1C1CCCCC1	0.49
CCCCCOc1ccc(C2c3c(oc4ccccc4c3=O)C(=O)N2c2nccs2)cc1OC (configuration not stated)	-1.61
O=C(O)C1Cc2c([nH]c3ccccc23)CN1 (configuration not stated)	-1.56
COC(=O)c1cc(/C=C/C(=O)N(C(=O)NC2CCCCC2)C2CCCCC2)cn1C	0.64
Cc1c(/C=C/c2ccnc(SCC(=O)Nc3ccc(C(C)C)cc3)n2)sc2ccccc12	1.11
Cc1csc2ncnc(NCCc3ccc(Cl)cc3)c12	0.64
CCCOc1ccc2nc(NC(=O)OC)sc2c1	1.32
Oc1ccccc1Nc1nc(-c2cccnc2)nc2ccccc12	11.2*
Cc1cccc(-c2noc(NC(=O)O/N=C/c3ccccc3)n2)c1	-0.27
O=C(Nc1nnn(-c2ccc([N+](=O)[O-])cc2)c1-c1ccccc1)N1CCOCC1	0.66
C=CCNC(=S)NNC(=O)CNC(=O)OC(C)(C)C	-1.19
CN(C)c1ccc(/C=N/NC(=O)CCc2ccc(O)cc2)c(Cl)c1	0.72
COC(=O)c1ccc(S(=O)(=O)N2CCCC2)o1	-0.39
CC1(C)Cc2cccc(C(=O)N3CCC(c4c[nH]c5ccccc45)CC3)c2O1	-1.42
CCOC(=O)Cn1cc(Br)c(=O)[nH]c1=O	2.16
CC/C(=N\Oc1ccc(C(F)(F)F)cn1)c1ccc(-c2ccccc2F)cc1	-0.97
N#Cc1ccc(CO/N=C(\N)c2ccc(Cl)cc2)cc1	0.11
CC(C)(C)c1cc2nc(-c3ccccc3)cc(=O)n2[nH]1	-1.06
Cc1cc(NC(NC(=O)c2ccccc2C)(C(F)(F)F)C(F)(F)F)no1	1.68
COc1ccccc1-c1nc(-c2ccc(Br)cc2)no1	0.23
CCCCOC(=O)COc1ccc2c(=O)c(Oc3ccccc3Br)coc2c1	1.21

For convenience, some entries already given.
SMILES	Dicer processing
O=C(Nc1nnn(-c2ccc([N+](=O)[O-])cc2)c1-c1ccccc1)N1CCOCC1	0.66
C=CCNC(=S)NNC(=O)CNC(=O)OC(C)(C)C	-1.19
CN(C)c1ccc(/C=N/NC(=O)CCc2ccc(O)cc2)c(Cl)c1	0.72

(listing goes on)
SMILES	Dicer processing
Cc1c(NS(=O)(=O)c2ccc(Cl)cc2)c(=O)n(-c2ccccc2)n1C	1.44
CC1=C(C(=O)OCC2CCCO2)C(c2coc3ccc(C)cc3c2=O)C2=C(CC(C)(C)CC2=O)N1 (configuration not stated)	-0.08
CC(=O)N(C)c1ccc(Cl)cc1Cl	-2.66
O=C(c1ccco1)N1CCN(c2ncccc2C(F)(F)F)CC1	-1.03
Cc1c(NC(=O)O/N=C(/N)c2ccc(Cl)cc2Cl)sc2nc(-c3ccc(Cl)cc3)nn12	-0.93
O=C(Oc1ccc(C2SCCS2)cc1)c1ccc(Oc2cc(Cl)cc(Cl)c2)o1	-0.96
COc1ccc(CCNC(=O)c2nc3ccccc3c(=O)[nH]2)cc1OC	-0.06
Cc1c(C(=O)c2ccccc2)oc2ccc3ccccc3c12	-0.81
Clc1ccc(Sc2ncnc3ccsc23)cc1	-2.11
COc1ccc(-c2nc(S(=O)(=O)c3ccccc3)c(N3CCCCC3)o2)cc1OC	1.46
COc1ccc(NC(=O)c2cnn3c2NC(c2ccco2)CC3C(F)(F)F)c(OC)c1 (configuration not stated)	2.98
CCN(Cc1ccccc1)c1nc2c([nH]1)c(=O)n(C)c(=O)n2C	0.47
Cc1cc(NC(=O)CN2C(=O)CN(c3ccccc3)C2=O)no1	0.43
CC(C)(C)NC(=S)N/N=C1/CCCc2occc21	1.1
N#Cc1c(C(F)(F)F)cc(-c2cccs2)nc1OCC(=O)c1ccc(Cl)cc1	-0.36
CC(C)n1nnc2cc(C(=O)Nc3ccc(Cl)cc3)ccc21	-0.49
CC1=C(C(=O)OC(C)C)C(c2ccc(N(C)C)cc2)C2=C(CCCC2=O)N1 (configuration not stated)	-1.18
O=C1CSC(=NC2CC2)N1Cc1cccs1	0.08
Cc1ccc(OCC2SCCN2S(=O)(=O)c2cc(Cl)cc(Cl)c2)c([N+](=O)[O-])c1 (configuration not stated)	-1.3
CC(C)(C)c1ccc(C(=O)Nc2cc(C#N)c3sc4ccccc4n3c2=O)cc1	-0.68
CCOC(=O)c1c(C)n(-c2ccccc2OC)c2c1cc(O)c1ccccc12	1.62
O=c1sc(-c2ccccc2)nc(O)c1Cc1ccccc1	0.95
CC(C)(C)SCCN=C(Nc1ccc(Cl)cc1)c1ccccc1Cl	-2.68
Cc1ccsc1CNC(C)(C)CO	-0.89
COc1ccc(-c2nnc3c4cnn(-c5cccc(C)c5)c4ncn23)cc1OC	1.55
O=C(CN1C(=O)CSC1=O)Nc1ccc(Cl)cc1	-1.79
N#Cc1nc(COc2ccc(Br)cc2)oc1NCCc1ccccc1	2.78
N#CC(CO)Cc1ccc(N2CCCCC2)c([N+](=O)[O-])c1 (configuration not stated)	2.31
CN(CCOC(=O)c1ccc(Cl)cc1)c1nc2cc(Cl)ccc2s1	-1.51
CCOC(=O)C1=C(C(=O)OCC)SC(=C2C(=S)C(C)(C)N(C(C)=O)c3cc(C)ccc32)S1	3.39*
O=S(=O)(CS(=O)(=O)c1ccc(Cl)cc1)c1ccc(Cl)cc1	1.43
COC(=O)C1=NN(c2ccc(C)cc2)C2C(=O)N(c3ccc(Cl)cc3)C(=O)C12 (configuration not stated)	0.83
CCCCOC(=O)C1=C(C)NC2=C(C(=O)CCC2)C1c1ccc(OCCC)c(OC)c1 (configuration not stated)	0.29
CCOC(=O)c1nnn(Cc2ccccc2Cl)c1N	9.81
COCCOC(=O)C1=C(C)NC2=C(C(=O)CCC2)C1c1ccccc1OCc1ccccc1 (configuration not stated)	-0.77
COCCN1C(=O)c2oc3ccccc3c(=O)c2C1c1ccc(SC)cc1 (configuration not stated)	-0.56
CC(CCC(=O)NCC(=O)O)C1CCC2C3C(O)CC4CC(O)CCC4(C)C3CCC12C (configuration not stated)	-0.97
CCOC(=S)Nc1ccc(I)cc1	2.23
CCOC(=O)c1c(NS(=O)(=O)c2cccc3nsnc23)sc(C)c1C	-0.2
FC(F)(F)c1cc(Oc2ccccc2)ncc1-c1ncc(-c2ccc(Cl)cc2)o1	-1.2
COc1cc2c(cc1OC)C(c1ccccc1)=NC1(CCCC1)C2	2.74
CC1=C(C(=O)OCC2CCCO2)C(c2cc3c(cc2Cl)OCO3)C2=C(CCCC2=O)N1 (configuration not stated)	1.28
CN(C)/C=C1\C(=O)c2ccc(Cl)cc2N(Cc2c(F)cccc2Cl)S1(=O)=O	-0.82
NC(=O)CSc1ccc2ccccc2n1	-0.57
N#Cc1nc(COc2ccccc2Cl)oc1NCc1ccco1	0.33
COC(=O)C1=CC(C(=O)c2ccccc2)=NN(c2ccccc2)C1C(=O)OC (configuration not stated)	-2.44
CCN(CCS(=O)(=O)c1ccc(Cl)cc1)C(=O)Nc1ccccc1	3.32*
Cc1cc(C)cc(NC(=O)Oc2ccccc2N2CCCCC2)c1	10.1
O=C(NCc1cccnc1)c1ccc([N+](=O)[O-])o1	-0.63
COC(=O)C(C(=O)OC)c1ccc(Cl)cc1[N+](=O)[O-]	-0.92
O=C(ON=C1CC2CCCC(C1)N2Cc1ccccc1)c1ccccc1	-1.36
CCOC(=O)C1=C(C)NC(=O)N(C(C)=O)C1c1ccccc1 (configuration not stated)	-0.03
NC(=S)N/N=C/c1cc(F)cc(F)c1	-1.18
Cn1nc(NC(=O)COCC(=O)O)c2c(F)cccc21	-0.29
COc1ccc(CN2CCN(Cc3ccc4c(c3)OCO4)CC2)cc1OC	0.38
COC(=O)C1=C(Nc2ccc(OC(=O)c3cccc(C(F)(F)F)c3)cc2)CSC1	-0.48
CC(C)(C)NS(=O)(=O)c1ccc2c(c1)C(=O)c1cc(S(=O)(=O)NC(C)(C)C)ccc1-2	1.93
CCOc1cc(-c2ccc(OC)c(OC)c2)cc(=O)c2c(C)oc(C)c12	-0.56
